High-throughput results (PubChem BioAssay)
M4 antag – human M4 muscarinic receptor antagonists, primary screen, CHO cells, Fluo-8 calcium fluorescence | inhibition, % at 3 µM | CHO-hM4 cells, ACh EC80 | hit rate 0.73% among 360,000;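 active = inhibition above its plate's cutoff, the mean inhibition of sample wells plus 3 SD, cut at about 27% in these data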;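 note: 0% = acetylcholine EC80 with DMSO and 100% = DMSO without agonist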
Target sequence (P08173 whole entry, looked up): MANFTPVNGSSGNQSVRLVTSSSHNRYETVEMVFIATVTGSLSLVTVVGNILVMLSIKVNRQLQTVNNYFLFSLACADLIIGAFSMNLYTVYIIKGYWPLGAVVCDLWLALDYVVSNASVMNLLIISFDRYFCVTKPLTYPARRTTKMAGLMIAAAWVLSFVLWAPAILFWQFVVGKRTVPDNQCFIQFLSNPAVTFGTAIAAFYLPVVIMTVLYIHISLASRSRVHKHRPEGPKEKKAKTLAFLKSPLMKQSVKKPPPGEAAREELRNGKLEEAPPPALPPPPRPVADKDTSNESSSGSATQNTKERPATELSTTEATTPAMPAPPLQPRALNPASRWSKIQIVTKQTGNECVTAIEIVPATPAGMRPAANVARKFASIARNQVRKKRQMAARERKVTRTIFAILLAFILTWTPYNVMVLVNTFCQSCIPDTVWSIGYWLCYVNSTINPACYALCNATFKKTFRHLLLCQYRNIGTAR
CHO-K1 Ca antag – nonselective inhibitor or artifact in parental CHO-K1 cells. AID 602250. hit rate 0.6% among 360,000. ATP-induced calcium, Fluo-8 fluorescence. inhibition, % at 3 µM;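 active = inhibition above a per-plate cutoff, the plate's mean sample inhibition plus 3 SD, cut at about 24% in these data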;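 note: 0% = DMSO plus EC80 ATP and 100% = DMSO alone without ATP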
CHRM1 PAM – human M1 muscarinic receptor positive allosteric modulators, primary screen, CHO-K1 cells, Fluo-8 calcium fluorescence, 1536-well. AID 588819, 2011. Muscarinic acetylcholine receptor M1 (Homo sapiens), P11229. CHO-K1 hM1, ACh EC20; 0% = ACh EC20, 100% = maximal ACh. hit rate 0.088% among 360,000. activation, % at 3 µM; in the data active = activation above about 19%, passing the limit was not always enough
Target sequence (P11229 whole entry, looked up): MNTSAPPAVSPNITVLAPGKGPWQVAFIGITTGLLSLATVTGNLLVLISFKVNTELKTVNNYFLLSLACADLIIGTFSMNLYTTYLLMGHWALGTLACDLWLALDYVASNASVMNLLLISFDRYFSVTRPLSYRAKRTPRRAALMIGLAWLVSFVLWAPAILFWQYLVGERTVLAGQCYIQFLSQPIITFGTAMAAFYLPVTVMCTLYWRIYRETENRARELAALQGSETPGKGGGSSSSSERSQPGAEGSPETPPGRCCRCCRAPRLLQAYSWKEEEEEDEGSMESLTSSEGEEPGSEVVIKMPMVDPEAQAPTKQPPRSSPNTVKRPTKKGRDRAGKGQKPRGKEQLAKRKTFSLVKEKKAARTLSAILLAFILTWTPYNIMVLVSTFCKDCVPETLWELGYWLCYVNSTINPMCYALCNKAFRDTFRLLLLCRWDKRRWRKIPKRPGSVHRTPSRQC
CHO parental Ca – ATP-evoked calcium signal inhibitors, parental CHO, primary screen, counter-screen for OX1R antagonist project, cell-based, fluorescence, Fluo-8 calcium dye | parental CHO-K1, ATP-induced calcium, Fluo-8 fluorescence | inhibition, % at 5.6 µM | AID 463079, 2010 | hit rate 0.63% among 330,000;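 active = inhibition above that plate's mean sample inhibition plus 3 SD, cut at about 26% in these data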;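 note: 0% = ATP-challenged DMSO wells and 100% = DMSO wells without ATP; some compounds past the cut are filed as inactive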
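Test system: untransfected parental CHO cell line. Compound: one dose, 5.6 µM nominal. Detection: intracellular calcium via Fluo-8 no-wash fluorescent dye. Measure: % inhibition. Benchmarks: ATP-challenged DMSO wells low, unchallenged DMSO wells high.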
OXTR potentiator – human OXTR potentiators, primary screen, fluorescence, CHO-OTR cells, Fluo-8 calcium; Oxytocin receptor (Homo sapiens), P30559; Fluo-8 calcium fluorescence, potentiator mode; 0% = oxytocin EC15, 100% = EC100; activation, % at 3 µM; hit rate 0.061% among 320,000; AID 2445, 2010;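 active = activation above that plate's cutoff, the mean activation of tested compounds plus 3 SD, cut at about 6.6% in these data, passing the limit was not always enough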;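 note: 100% uses oxytocin at 75 nM as the full agonist control; some results filed as inactive read as strong as hits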
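System: human OTR in CHO cells / Also added: sub-maximal oxytocin, roughly EC15 / Control set: EC15 oxytocin low, 75 nM oxytocin high / Schedule: 6 min compound pre-incubation at room temperature, 100 s kinetic read / Compound: single-point 3.0 µM / Replication: singlicate / Technique: Fluo-8 calcium dye fluorescence / Read-out basis: % activation of max/min ratio relative to oxytocin controls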
M1 ag – human M1 muscarinic receptor agonists, primary screen, Fluo-8 calcium fluorescence, CHO-K1 cells, HTS. activation, % at 3 µM. CHO-K1 hM1, agonist mode; 0% DMSO, 100% acetylcholine EC100. hit rate 0.33% among 360,000. AID 588814, 2011;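 active = activation above the run's mean compound activation plus 3 SD, cut at about 16% in these data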;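 note: peak over basal fluorescence ratio within a 140 s kinetic read after compound addition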
M4 ag – human M4 muscarinic receptor agonists, primary screen, CHO-K1 cells, Fluo-8 calcium fluorescence; CHO-K1 hM4/Gqi5; vehicle 0%, full acetylcholine response 100%; activation, % at 3 µM; hit rate 0.14% among 360,000; AID 624127, 2012; Muscarinic acetylcholine receptor M4 (Homo sapiens), P08173;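 active = activation above the run mean over all test wells plus 3 SD, cut at about 32% in these data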;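 note: peak over basal fluorescence ratio per well then scaled between controls; 0% = DMSO wells and 100% = acetylcholine at EC100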
CHRM1 antagonist – human M1 muscarinic receptor antagonists, primary screen, CHO-K1 cells, Fluo-8 calcium fluorescence, 1536-well | Muscarinic acetylcholine receptor M1 (Homo sapiens), P11229 | CHO-K1 hM1, ACh EC80 antagonist | inhibition, % at 3 µM | hit rate 1.3% among 360,000 | AID 588852, 2011;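 active = percent inhibition above its own plate's cutoff, namely the mean of that plate's compound wells plus 3 SD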;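 note: peak over basal fluorescence ratio during 140 s after agonist addition; 0% = ACh EC80 plus DMSO and 100% = DMSO alone without agonist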
CHO-K1 Ca ag – counter-screen for M1 agonists: effect in parental CHO-K1 cells. Fluo-8 calcium fluorescence; scaled to maximal ATP response, vehicle zero. activation, % at 3 µM. hit rate 0.48% among 360,000. AID 602248, 2012; in the data active = activation above about 15%;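 note: untransfected CHO-K1 host cells lacking M1 receptor as counterscreen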
The depositor's hits bear a star; x = no result given.

SMILES	M4 antag	CHO-K1 Ca antag	CHRM1 PAM	CHO parental Ca	OXTR potentiator	M1 ag	M4 ag	CHRM1 antagonist	CHO-K1 Ca ag
COc1ccc(NC(=O)CSc2nc(C)cs2)c(OC)c1	-6	-24	10	-11	-3	0	1	-17	2.4
COc1ccccc1NS(=O)(=O)c1cccc(-n2c(O)c(C=Nc3ccccc3C(=O)O)c3ccccc3c2=O)c1	1	-15	-2	-9	-4	-5	-2	70*	-0.6
Cc1cccc(-c2cc(C(=O)Nc3sc(C)c(C)c3C(N)=O)c3ccccc3n2)c1	-4	9	5	-20	-3	0	3	18	0.2
COC(=O)c1ccc2c(=O)n(CC3CCCO3)c(SCC(=O)Nc3ccccc3Cl)nc2c1 (stereo not given)	2	0	8	-8	2	-2	2	-4	0.2
O=c1c2c(nc3c(-c4ccccc4)c[nH]n13)CCC2	-1	0	11	-23	0	4	1	-5	-0.1
COc1ccc(C)cc1N(C)C(=O)Cc1c(C(=O)O)n(C)c2ccccc12	5	5	4	6	-5	-2	-1	3	0.0
CCOC(=O)c1[nH]c(C)c(C(=O)NCc2ccc(Cl)cc2)c1C	-12	-21	0	-20	-7	-9	2	2	1.1
COc1ccc(C(=O)NNC2=CC(=O)CC(C)(C)C2)cc1	7	-13	13	-3	-4	2	0	-16	0.6
CC(=O)c1ccc(N/C=C\C(=O)c2ccc(C)cc2)cc1	-3	-13	8	-18	-9	-6	1	-7	0.3
Cc1ccc(/C=C/C(=O)NN2CCN(C)CC2)cc1	2	0	5	0	-1	-4	4	-4	0.8
CCCc1c(C(=O)N/N=C(\C)c2ccc(O)cc2)nnn1-c1nonc1N	0	1	5	-6	-5	-4	1	-13	0.5
Cc1ccc(NC(=S)NNC(=O)CCn2cc(C)cn2)cc1	-5	-8	9	-6	0	-5	0	-7	0.1
C=CC[C@@H](Cc1ccc(F)cc1)C(=O)OC[C@@H]1CCCN1C(=O)[C@H](CC=C)CC(=O)NCCO	-5	-1	0	-27	-3	-2	2	7	-0.3
CC1(C)Cc2nc3sc4c(=O)n(CC(=O)NCc5ccco5)cnc4c3cc2CO1	7	4	-7	-5	5	-4	1	10	0.7
Cc1ccc2oc(C(=O)N(C)Cc3cnccn3)c(C)c2c1	1	-8	6	2	0	-2	2	-11	0.1
COc1ccc(NC(=O)Cc2coc3cc(C)ccc23)cn1	0	-15	8	-3	-1	-4	3	-7	2.4
O=C(CNS(=O)(=O)Cc1ccccc1)NNc1ccccc1	8	-1	9	x	x	-3	0	-13	0.1
CCC(=O)c1ccc(OCC(=O)N2CCN(c3ccccn3)CC2)cc1	7	-16	11	-14	-5	-3	3	-12	2.4
COc1ccc(NC(=O)Cc2nnc(SCC(=O)NC3CCCCC3)n2C)cc1	0	-11	7	2	-3	-6	0	-10	0.9
Cc1ccnc(NC(=O)CCC2COc3ccccc3O2)c1 (stereo not given)	8	-1	-3	-13	-6	-3	1	-4	0.3
CCCCCC1CC(CC(=O)O)C(=O)O1 (stereo not given)	11	-6	4	-4	-8	-2	0	-3	0.1
Cc1sc2nc(CSC(C)C(=O)NC3(C#N)CCCCC3)[nH]c(=O)c2c1C (stereo not given)	-11	-6	5	x	x	-5	1	-10	-0.1
Cc1cc(SCC(=O)c2cccs2)n2nc(C)c(-c3ccccc3)c2n1	-4	-4	7	-27	-8	-6	2	-2	0.3
Cc1cc(=O)oc2c3c(cc(OCC(=O)NCCCn4ccnc4)c12)OC(C)(C)CC3	-9	-3	4	-13	-8	-13	1	-4	-0.3
O=C(NCCCn1ccnc1)C(=O)c1cn(CC(=O)N2CCCCCC2)c2ccccc12	-19	-4	3	-5	-7	-4	2	-1	0.4
CCCCN(C)CCCNC(=O)CC1Oc2ccccc2NC1=O (stereo not given)	-9	-8	-9	16	0	-12	1	13	1.7
CCOc1ccc(N(CC(=O)NC2CCCC2)S(=O)(=O)c2c(C)[nH]c(=O)[nH]c2=O)cc1	-13	-10	13	7	-5	-2	2	-17	1.8
COc1ccc(Cn2c(=S)[nH]c3cc(C(=O)NCc4cccnc4)ccc3c2=O)cc1	-3	-12	13	-6	-3	-4	2	-16	0.3
N#CC(CC(=O)c1ccc(F)cc1)c1ccc2c(c1)OCO2 (stereo not given)	9	-4	-2	-2	-15	-8	1	-4	2.2
CCOC(=O)c1csc(NC(=O)CN2CCCCC2)n1	6	0	0	-4	-2	-3	0	2	-0.1
CCN1C(=O)[C@@H]2[C@@H](c3ccc(-c4ccc(OC)cc4)c(OC)c3)N3CCC[C@@]3(C(=O)OC)[C@@H]2C1=O	-8	-11	8	-15	1	-4	2	-8	0.3
CCCC(=O)Nc1c2c(nn1-c1ccc(C)cc1)CS(=O)(=O)C2	4	-2	14	-5	3	0	1	-15	0.2
COc1ccc(OCCCC(=O)Nc2cccnc2)cc1	-6	-13	2	1	-6	-2	1	-1	9.6
Cc1cc(C)nc(Nc2n[nH]c(-c3cccc4ccccc34)n2)n1	-13	-11	-3	-20	-16	-5	1	-21	0.1
CCn1c(SCC(=O)N2CCC(C)CC2)nc2c([nH]c3ccccc32)c1=O	-13	3	18	x	x	7	1	-6	0.1
CC(C)(C)NCC(O)(c1ccc(Cl)cc1)c1ccc(Cl)cc1	-6	-5	4	-22	-30	-14	4	-11	2.4
CCOc1cc(CNCc2ccccn2)cc(Cl)c1OCC	-10	-16	5	-6	5	-6	3	-9	1.8
O=C(NCCCN1CCCC1=O)C(=O)NCC1OCCCN1S(=O)(=O)c1ccccc1 (stereo not given)	-11	-6	13	x	x	-3	0	-17	0.7
CCCCCCCNC(=O)C1(CC2CC(c3ccc(Cl)cc3)=NO2)CCN(C(=O)CCCCCBr)CC1 (stereo not given)	-4	-1	15	-50	0	-10	2	-15	-1.3
COC(=O)c1ccc(CSc2nncn2C)cc1	-7	-17	7	-12	-1	-9	1	-11	0.2

In the list so far, these have a furan ring, fused or not:
SMILES	M4 antag	CHO-K1 Ca antag	CHRM1 PAM	CHO parental Ca	OXTR potentiator	M1 ag	M4 ag	CHRM1 antagonist	CHO-K1 Ca ag
CC1(C)Cc2nc3sc4c(=O)n(CC(=O)NCc5ccco5)cnc4c3cc2CO1	7	4	-7	-5	5	-4	1	10	0.7
Cc1ccc2oc(C(=O)N(C)Cc3cnccn3)c(C)c2c1	1	-8	6	2	0	-2	2	-11	0.1
COc1ccc(NC(=O)Cc2coc3cc(C)ccc23)cn1	0	-15	8	-3	-1	-4	3	-7	2.4

(continued)
SMILES	M4 antag	CHO-K1 Ca antag	CHRM1 PAM	CHO parental Ca	OXTR potentiator	M1 ag	M4 ag	CHRM1 antagonist	CHO-K1 Ca ag
Cc1ccc(N(CC(=O)NC2CCCCCC2)S(=O)(=O)c2c(C)nn(C)c2C)cc1	-5	-1	9	-15	-6	-3	0	-14	0.2
Cc1ccc(/C=N/NS(=O)(=O)c2ccc([N+](=O)[O-])cc2)o1	0	12	7	-12	4	0	1	0	-0.1
CC1CCCN(Cc2nc3c(c(=O)n(C)c(=O)n3C)n2CC(=O)c2ccccc2)C1 (stereo not given)	-9	5	0	-14	1	-6	2	-1	0.2
Cc1nc(C)c(CC(=O)N2CCc3c([nH]c4ccccc34)C2c2ccccn2)s1 (stereo not given)	6	-6	0	12	-10	-10	3	2	0.7
COc1cc2c(C#N)c(N3CCc4ccccc4C3)nc(N)c2c(N)n1	-4	19	4	0	-13	1	1	-1	-0.6
COc1ccc(N2CCN(C3CC(=O)NC3=O)CC2)cc1 (stereo not given)	-6	-13	10	-3	-1	-3	1	-5	0.2
CCC(C)Nc1nc2c(c(=O)n(C)c(=O)n2C)n1Cc1ccc(Cl)cc1 (stereo not given)	-15	-15	3	-20	0	-3	3	-4	1.4
COc1ccc2[nH]c3nc(SCC(=O)Nc4cccc(NC(C)=O)c4)nnc3c2c1	2	10	10	-5	-7	-4	1	-2	-0.3
CCCCn1c(N)c(N(CC(C)C)C(=O)c2ccc(F)c(S(=O)(=O)N3CCOCC3)c2)c(=O)[nH]c1=O	-2	0	0	-18	2	-2	0	3	0.5
Cc1ccc2c(c1)c1c(n2CC(O)Cn2ccnc2C)C(=O)CCC1 (stereo not given)	13	-4	1	-13	-9	-5	1	5	-0.2
CC(NC(=O)CCC(=O)NCc1ccc(F)cc1)c1ccccc1 (stereo not given)	2	1	9	-4	3	-6	1	-11	0.2
O=C(COc1ccc(Cl)cc1Cl)N/N=C1\CCCc2ccccc21	7	6	9	-10	-7	-3	0	-8	0.5
CN(C(=O)COC(=O)c1ccc(S(=O)(=O)N2CCOCC2)cc1)C1CCCCC1	-1	-12	1	3	-7	-8	2	6	2.2
N#Cc1ccccc1COC(=O)c1ccc2c(c1)OCCO2	-11	0	15	x	x	1	1	0	-0.3
COc1ccc(CN2C(=O)NC3(CCOc4ccccc43)C2=O)cc1F (stereo not given)	1	10	-5	-4	-8	-6	5	8	1.6
C=CCNC(=O)CC12CC3CC(C1)CC(CC(=O)NCC=C)(C3)C2	3	-11	8	-14	3	-4	0	-8	0.4
O=C1C(=O)N(CCCn2ccnc2)C(c2ccc(Cl)cc2)/C1=C(\O)c1ccc2c(c1)OCCO2 (stereo not given)	3	-4	6	-8	-2	-3	1	6	0.3
Cc1c(NC(=O)COC(=O)c2cc3c4ccccc4n(C)c3s2)c(=O)n(-c2ccccc2)n1C	-2	-9	2	-29	-6	-6	1	-6	0.3
Cc1ccccc1NC(=O)NCCCN1CCCC1=O	7	2	4	2	-2	2	2	-10	0.6
CCn1c(COc2ccc(Cl)cc2)nnc1SCC(=O)Nc1ccc2c(c1)OCCO2	-1	-6	2	-22	-11	-5	0	-6	0.1
Cc1n[nH]c(C)c1CCN(C)Cc1cn(C)nc1-c1ccc2c(c1)OCCO2	5	-10	3	-19	3	-5	0	-3	0.8
CCCN1CCN(C(=O)Cn2cccc2C(=O)c2ccccc2)CC1	2	-6	8	-6	-7	-3	1	-6	0.3
O=C(NCc1cccs1)C1CCCN(c2nc3ccccc3o2)C1 (stereo not given)	2	-9	6	-23	2	-5	2	-10	2.4
COc1ccc(CN2C(=O)CCCC2(C)c2nc3ccccc3[nH]2)cc1 (stereo not given)	-5	-14	x	x	x	x	0	x	0.4
COc1ccc(-c2nc3c(C)cc(Br)cn3c2Cc2ccsc2)cc1OC	-6	-24	-3	x	x	-3	2	-20	2.6
O=C1C(Cl)=C(N2CCCCC2)C(=O)N1c1ccccc1	-5	-9	-3	0	-2	-13	0	-7	0.4
